Source: PubChem (several laboratories)
P. falciparum M17LAP = P. falciparum M17LAP inhibitors, primary screen, biochemical, fluorogenic H-Leu-NHMec substrate, 1536-well (AID 1619); recombinant M17LAP, H-Leu-NHMec fluorogenic kinetic assay; higher % means a stronger effect; inhibition, % at 30 µM, or IC50 in µM where a hit was titrated; 0.38% of 220,000 active;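 active = compound inhibiting the enzyme by more than half at any dose during confirmatory dose-response retesting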;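 note: plate controls were full reaction with DMSO carrier for no effect and no enzyme background for full effect; strong numbers were not always called active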
Autophagy HCS = autophagy modulation, high-content screen; MEF GFP-LC3 puncta imaging; test concentration mostly 10 µM; calls only at 10 µM (by protocol); 0.98% of 190,000 active;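 active = percentage of spot-positive cells more than 3 SD above its plate mean, without a fluorescence outlier flag or 80% toxicity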;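 note: spot-positive cell cutoff set from DMSO-treated cells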
MT stabilizer = stabilizes microtubules in HeLa cells | 0.83% of 200,000 active | HeLa tubulin immunostaining HCS, 24 h; share of cells brighter than vehicle mean+2SD | % tubulin-high responders, % at 10 µM | AID 2205;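 active = plate Z-score above 3 for both tubulin-high and condensed-nucleus cell shares, with cell loss under 80%, at 10 µM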;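 note: anti alpha tubulin signal scored within the nucleus-defined area of each cell; some results filed as inactive read as strong as hits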
Dynein cargo inh = dynein cargo transport inhibition. 3617.4 mouse cells, GR-EGFP nuclear translocation imaging; test concentration mostly 20 µM; stimulated with dexamethasone, 1 µM; hits give low values. z-score, hits read low. AID 1381. 0.47% of 220,000 active;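 active = plate z-score of nuclear minus cytoplasmic receptor signal below a set negative limit, without overly bright fluorescence or cell loss, cut at about -3.5 in these data, passing the limit was not always enough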;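 note: z-score of nuclear minus cytoplasmic ring GR-EGFP intensity difference per well; some compounds called inactive have numbers as strong as hits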
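Medium: Induction medium lacking tetracycline, stripped serum | Probe or stimulus: 1.0 µM final dexamethasone stimulus | Schedule: 48 h induction, then 1 h compound, then 30 min agonist, 37 °C | Signal: Automated 10x imaging of fixed Hoechst-stained cells | Evaluation: Per-cell GR-EGFP intensity, nucleus versus surrounding cytoplasmic ring, well-averaged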
b-catenin transl = modulators of beta-catenin nuclear translocation; HeLa beta-catenin nuclear translocation, immunofluorescence imaging; nuclear translocation activity, % at 5 µM; 0.3% of 190,000 active;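 active = nuclear translocation activity above 50% at 5 µM, with a well cell count of 50 or more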;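 note: per-cell ratio of nuclear to cytoplasmic median beta-catenin stain intensity; plate controls were DMSO negative control for no effect and GSK-3 inhibitor IX positive control for full effect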
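assay system = human HeLa cells, endogenous beta-catenin | times = compound treatment 24 h, 37°C, 5% CO2 | detection = Anti-beta-catenin immunofluorescence on PFA-fixed, Triton-permeabilized cells, DAPI nuclei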
T cell modulator = modulates CD8 T cell binding to vesicles | calls only at 7 µM | 2C CD8+ T cell-vesicle binding, flow cytometry; hits give low values | 0.068% of 330,000 active;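 active = response, share of CD8 T cells binding vesicles, and their 90th percentile fluorescence all below set limits, cut at about 80% in these data, passing the limit was not always enough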
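Read-out – percent CD8+ FL2 mean versus row control · System – murine 2C transgenic CD8+ T lymphocytes · Times – 1.5 h cell–vesicle binding at 37 °C, then 20 min icy labelling · Control set – naked vesicles low, QL9 vesicles with vehicle high · Detection – cytometric PE anti-B7-1 and Alexa647 anti-CD8 signals after 1% paraformaldehyde fixation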
Yfh1-off respiration = enhancers of respiration in Yfh1-depleted yeast, dose response, Friedreich's ataxia, plus single-dose screen (AID 1465). fold induction at 50 µM, or EC50 in µM where a hit was titrated. S. cerevisiae Yfh1-off respiration, WST-1 reduction, 72 h; higher fold induction means a stronger effect. 0.074% of 220,000 active;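 active = fold induction of absorbance versus untreated yeast above a set limit, then at least 30% activation at any dose in follow-up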;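 note: activators that raise dye reduction in frataxin-depleted yeast; strong numbers were not always called active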
P. falciparum M1AAP = malaria alanyl aminopeptidase activity blockers – biochemical, fluorogenic H-Leu-NHMec substrate, 1536-well (AID 1445) | inhibition, % at 30 µM, or IC50 in µM where a hit was titrated | recombinant M1AAP, H-Leu-NHMec fluorogenic kinetic assay; higher % means a stronger effect | 0.42% of 220,000 active;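 active = primary inhibition above the hit cutoff, then over 50% inhibition at one or more dose response concentrations, cut at about 23% in these data, passing the limit was not always enough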;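 note: plate controls were DMSO full reaction for no effect and no enzyme background for full effect; strong numbers were not always called active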
WT yeast gro inh = growth inhibition of WT yeast, mitochondrial fusion screen; mitochondrial fusion phenotypic screen, WT strain; inhibition, % at 10 µM; 2.1% of 190,000 active; in the data active = inhibition above about 58%; tested in S. cerevisiae
WT yeast gro inh mutant strain = second read-out of WT yeast gro inh, no call of its own (marks repeat the call); inhibition, %; mitochondrial fusion phenotypic screen, mutant strain inhibition
Dynein cargo inh cytoplasmic EGFP = further read-out of Dynein cargo inh, marked with its call; z-score; measured here: cytoplasmic GR-EGFP intensity; hits give high values
Dynein cargo inh nuclear GR-EGFP = recorded beside Dynein cargo inh, whose call it bears; z-score; measured here: nuclear GR-EGFP intensity;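 lower value marks the stronger effect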
Dynein cargo inh cell count = further read-out of Dynein cargo inh, marked with its call; z-score; measured here: cell count per field
b-catenin transl cell count 5 µM = further read-out of b-catenin transl, marked with its call; cell count; measured here: cell count, cytotoxicity flag
T cell modulator vesicle-bound % = also measured in T cell modulator; calls as there; double positive events, %; measured here: CD8+ vesicle-bound cell fraction;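 binding gate set so that unloaded-vesicle control wells show 10% double positive cells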
MT stabilizer Hoechst-high % = also measured in MT stabilizer; calls as there; % Hoechst-high responders; measured here: nuclear condensation Hoechst responders;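 share of cells brighter than vehicle mean plus two SD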
MT stabilizer cytotoxicity % = further read-out of MT stabilizer, marked with its call; toxicity, %; measured here: cytotoxicity by cell density;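 0% = mean cell density of plate MIN control wells and 100% = no cells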
Autophagy HCS cell loss 18 h = further read-out of Autophagy HCS, marked with its call; toxicity, %; measured here: cell loss, nuclei count;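 cell loss after 18 h compound exposure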
* hit, by the source's call; i = inactive; / = not tested or not shown.

SMILES	P. falciparum M17LAP	Autophagy HCS	Autophagy HCS cell loss 18 h	MT stabilizer	MT stabilizer Hoechst-high %	MT stabilizer cytotoxicity %	Dynein cargo inh	Dynein cargo inh cytoplasmic EGFP	Dynein cargo inh nuclear GR-EGFP	Dynein cargo inh cell count	b-catenin transl	b-catenin transl cell count 5 µM	T cell modulator	T cell modulator vesicle-bound %	Yfh1-off respiration	P. falciparum M1AAP	WT yeast gro inh	WT yeast gro inh mutant strain
Brc1c(C[n+]2ccccc2)nc2ccccn12	-15%	/	/	/	/	/	1.2	-0.25	0.91	-0.8	0.7	1388	i	39	i	-9%	/	/
CCOC(=O)C1CCN(Cc2ccc(C(=O)OC)cc2)CC1	3%	i	-3	3.5	2.1	5.8	0.037	0.14	0.77	-0.52	-4.0	1164	i	34	i	2%	-6	12
C#CCNc1ccc(C(=O)OCC)cc1	9%	/	/	/	/	/	0.64	-0.69	0.56	-1	-1.0	1288	i	22	i	3%	/	/
CCOc1ccccc1CN1CCN(Cc2nc3ccccc3s2)CC1CCO (stereo unspecified)	-4%	i	-8	1.3	1.8	0.7	-0.4	-0.17	-0.29	-0.048	0.4	1487	i	52	i	-4%	5	-17
O=C(Cn1cccc1C(=O)c1ccccc1)NCc1ccc(Cl)cc1	-7%	i	15	1.5	1.6	6.1	-0.39	-0.32	-0.21	0.34	0.0	1112	i	49	i	1%	-9	-2
COc1ccc(NC(=O)C(CC(C)C)NS(=O)(=O)c2ccc3c(c2)CCN3C(C)=O)cc1OC (stereo unspecified)	-5%	i	25	2.1	1.5	7.3	-0.85	-0.3	-0.19	1	/	/	i	15	i	3%	-11	-14
CCN1C(=O)c2cccc3c(S(=O)(=O)NCc4ccccn4)ccc1c23	-86%	i	-14	0.9	2.2	17	-0.83	-0.12	-0.37	0.24	-2.4	1119	i	19	i	9%	1	-61
OCCNCc1cccc(OCc2ccccc2Cl)c1	6%	i	0	3.7	2.7	2.3	0.26	-0.24	0.65	0.1	1.2	1519	i	29	i	8%	18	11
C(=N\n1cnnc1)/c1cccc(OCCOc2ccccc2)c1	0%	i	-7	2.8	1.5	12	-0.94	-0.17	-0.26	0.75	0.4	1194	i	48	i	4%	19	2
COc1ccc(C(OC(=O)c2ccco2)C(=O)NC(C)(C)C)cc1 (stereo unspecified)	-6%	i	9	7.1	1.6	4.6	-0.23	-0.29	-0.42	0.26	-0.4	1510	i	27	i	-3%	-14	0
CCC(C)NS(=O)(=O)c1ccc(OCC(=O)NCc2ccco2)cc1 (stereo unspecified)	4%	i	-1	3.6	2.4	10	-0.7	-0.27	-0.21	0.94	-2.7	1146	i	13	i	-1%	-11	16
CCCCNC(=O)C(=O)N/N=C/c1ccc(OCC(=O)Nc2cccc(OC)c2)c(OC)c1	-13%	i	-8	5.1	2.8	7.3	0.025	-0.26	-0.24	0.0087	1.8	450	i	51	i	11%	-17	-9
Clc1ccccc1OCCCCn1ccnc1	27%	i	3	2.8	2.8	23	-0.26	-0.24	0.23	0.96	0.0	1011	i	57	i	13%	6	-7
O=C(N/N=C/c1ccc(F)cc1)c1ccc(Br)cc1	5%	i	24	2.4	1.8	8.3	0.44	0.12	0.63	-0.2	0.9	1368	/	/	i	-4%	-3	-9
O=C(Nc1cc2c(cc1Br)OCCO2)c1ccco1	0%	i	3	1.5	1.8	4.4	1.1	-0.24	0.53	-0.2	5.7	933	i	38	i	6%	-4	-3
COc1ccc(C(=O)OCC(=O)N2C(C)CCCC2C)cc1[N+](=O)[O-] (stereo unspecified)	-1%	i	-4	2.4	2.5	6.7	0.59	0.45	0.88	-1	-1.7	1111	i	49	i	4%	6	4
CC(C)OCCCNC(=O)C1CC(=O)N(C2CCCCCCC2)C1 (stereo unspecified)	15%	i	0	3.5	1.6	4.5	-0.26	-0.045	-0.19	0.79	0.8	1355	i	54	i	5%	4	15
CC(NC(=O)/C(C#N)=C/c1cccs1)c1ccccc1 (stereo unspecified)	4%	i	1	8.7	1.2	8.6	-0.078	-0.35	-0.07	0.1	-2.0	1034	i	12	i	8%	-10	1
COc1ccccc1NS(=O)(=O)c1ccc(O)c(C(=O)OCC(=O)N2CCc3ccccc32)c1	28%	/	/	/	/	/	0.12	-0.79	-0.066	-0.16	-0.1	1452	i	18	i	2%	/	/
CCCc1ccc(Oc2cc(C)nc(N3CCOCC3)n2)cc1	-1%	i	12	3.7	2.1	7.0	-0.49	-0.19	0.46	-0.29	-0.7	1242	i	56	i	6%	6	3
O=C(CSc1nc(O)c(Cc2ccccc2)c(=O)n1-c1ccccc1)N1CCOCC1	16%	i	-1	3.8	2.1	7.8	-0.85	-0.29	-0.51	0.49	1.9	989	i	18	i	4%	/	/
CN(C)c1nc2ccccc2n(C)c1=O	11%	i	-4	15	1.2	6.0	0.27	-0.34	0.4	0.55	-1.3	1204	i	30	i	9%	-16	17
COc1ccc(NC2=C(C(C)=O)C(c3ccc(OC)c(OC)c3)C(C(C)=O)C(C)(O)C2)cc1 (stereo unspecified)	12%	i	6	2.0	1.2	5.9	-0.93	0.2	-0.18	-0.28	2.7	512	i	21	i	2%	1	8
O=C(CN(Cc1ccco1)C(=O)CNS(=O)(=O)c1ccccc1)NCc1ccccc1	6%	i	-9	2.2	1.8	5.1	-0.038	-0.23	0.21	1.1	/	/	i	61	i	7%	16	23
COC(=O)CSc1nc2[nH]ncc2c(=O)[nH]1	-1%	i	-1	2.3	2.1	23	-0.65	-0.33	-0.42	1.7	2.5	1121	i	57	i	-9%	-8	-2

Additional structures
SMILES	P. falciparum M17LAP	Autophagy HCS	Autophagy HCS cell loss 18 h	MT stabilizer	MT stabilizer Hoechst-high %	MT stabilizer cytotoxicity %	Dynein cargo inh	Dynein cargo inh cytoplasmic EGFP	Dynein cargo inh nuclear GR-EGFP	Dynein cargo inh cell count	b-catenin transl	b-catenin transl cell count 5 µM	T cell modulator	T cell modulator vesicle-bound %	Yfh1-off respiration	P. falciparum M1AAP	WT yeast gro inh	WT yeast gro inh mutant strain
CC1=C(C(N)=O)C(c2ccccn2)n2nc(-c3ccccc3Cl)nc2N1 (stereo unspecified)	-8%	/	/	5.1	3.1	7.0	-1.1	-0.19	-0.43	0.11	-0.2	1125	/	/	i	-6%	7	3
COc1ccccc1CNC(=O)C(C)Sc1ccsc1[N+](=O)[O-] (stereo unspecified)	6%	i	9	2.6	1.8	3.8	0.48	-0.23	-0.025	0.31	-3.2	1141	i	59	i	3%	-6	-12
COc1ccc(-c2nc3ccccc3nc2-c2ccccc2)cc1	-1%	i	-3	4.5	3.1	6.0	0.46	0.16	0.97	-1.7	-0.8	1009	i	46	i	7%	40	1
O=C(Oc1ccc(N2C(=O)CCC2=O)cc1)c1ccccc1	-10%	i	-4	3.3	2.0	2.1	-0.39	-0.26	-0.24	0.35	-1.9	1207	i	50	i	-1%	-4	-3
O=C(Nc1ccc(N2CCOCC2)c(Cl)c1)c1ccc(Cl)cc1	0%	i	22	1.9	1.8	1.3	-0.22	-0.33	-0.076	0.94	-1.0	1102	i	27	i	12%	10	6
O=C/C(=C\Nc1ccc(Cl)cn1)c1nc2cc(Cl)ccc2o1	11%	i	-2	1.2	1.3	11	-0.98	-0.28	-0.6	1.1	3.8	1161	i	35	i	3%	12	15
O=C(N/N=C/c1sc(=O)n(-c2ccccc2)c1Cl)c1ccccc1	-9%	i	5	2.2	2.8	5.7	-0.18	-0.046	0.011	0.51	-4.4	588	i	43	i	13%	-12	5
Cc1ccc(-c2cnco2)cc1	-2%	/	/	/	/	/	-0.054	-0.26	-0.063	0.71	1.3	1042	i	13	i	-3%	/	/
CCOC(=O)C(NC(C)=O)C(=O)Nc1ccc(C)cc1C (stereo unspecified)	-5%	i	0	3.0	2.6	7.4	-1.8	-0.37	-0.93	1.5	-0.8	1427	i	58	i	0%	-13	-1
CCOC(=O)c1ccc(Cn2c(-c3ccccc3)nnc2-c2ccccc2)o1	-11%	i	0	5.0	2.6	4.9	1.5	-0.18	1.3	-1.4	/	/	i	23	i	-3%	43	24
Cc1cc(C)cc(-c2nnc(SCC(=O)c3ccc4c(c3)OCCO4)o2)c1	6%	i	-10	3.6	1.9	6.2	-1	-0.22	-0.23	0.13	-0.5	541	i	16	i	7%	-16	1

Individual results from the results shown.
P. falciparum M1AAP, `COc1ccc(-c2nc3ccccc3nc2-c2ccccc2)cc1` reads 7%
Dynein cargo inh cell count, `Cc1ccc(-c2cnco2)cc1` reads 0.71
